RAD52 anneal inh: RAD52 (human) annealing inhibition. P43351. recombinant RAD52 DNA annealing, FRET fluorescence. inhibition, % at 18.7 µM. hit rate 0.46% among 360,000. AID 651710;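 active = every replicate showing at least 50% inhibition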
Target sequence (P43351 whole entry, looked up): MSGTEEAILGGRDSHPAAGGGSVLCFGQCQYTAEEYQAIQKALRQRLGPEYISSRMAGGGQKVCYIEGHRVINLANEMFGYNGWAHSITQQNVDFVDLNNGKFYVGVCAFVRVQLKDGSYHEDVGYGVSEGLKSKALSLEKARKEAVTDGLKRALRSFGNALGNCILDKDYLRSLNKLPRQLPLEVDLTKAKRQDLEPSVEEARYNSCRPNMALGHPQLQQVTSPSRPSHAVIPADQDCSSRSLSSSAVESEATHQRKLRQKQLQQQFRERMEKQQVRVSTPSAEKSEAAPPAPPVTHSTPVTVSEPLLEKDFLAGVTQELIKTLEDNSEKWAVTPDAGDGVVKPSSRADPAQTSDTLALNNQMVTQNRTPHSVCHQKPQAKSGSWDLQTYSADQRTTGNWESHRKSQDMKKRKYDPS
RAD54 inh: RAD54 (human) branch migration inhibition; Q92698; AID 602329; hit rate 0.14% among 360,000; RAD54 Holliday junction branch migration, FAM/BHQ fluorescence; inhibition, % at 10.4 µM;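 active = mean normalized replicate activity at least 40 and at least half of replicates scoring 40 or more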;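 also: 0% = median of neutral control wells and 100% = median of positive control wells; inhibitors cause a drop in the FAM fluorescence signal; in these data hits start at about 50%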
Xi reactivation: activators of X-chromosome reactivation in mouse fibroblasts; XiGFP mouse fibroblasts, % GFP-positive cells imaging, 3 d; cells co-treated with 5-aza-dC sensitizer; scaled so ellipticine positive control = 100%; activation, % at 7.58 µM; AID 743238; hit rate 0.055% among 360,000;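 active = mean normalized replicate activation at least 10% and every replicate at or above 10%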;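 also: 0% = median of on-plate neutral control wells and 100% = ellipticine 6 µM median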
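Material: SV40-immortalized XiGFP fibroblast cells, line 68-5-11 | Buffer or medium: DMEM containing 5-aza-dC | Dosing: One concentration, pinned | Times: 3 d treatment, 15 min room-temperature fixation | Controls: Ellipticine 6 µM positive control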
INS-1E GSIS act: GLuc luminescence reporter in INS-1E cells, primary screen for activators of glucose-dependent secretion of insulin; INS-1E GLuc reporter insulin secretion, 2-3 h; activation, % at 16.6 µM; hit rate 0.61% among 370,000;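 active = lowest replicate activation of at least 40%, so every replicate reaches that level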;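 also: 0% = median of neutral control wells and 100% = median of IBMX positive control wells; some compounds called inactive have numbers as strong as hits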
F508del corr: CFTR F508del correction in bronchial cells; AID 720511; CFBE cells, YFP halide quenching; stimulated with forskolin plus potentiator P3; % fluorescence drop versus neutral controls; activity (quench increase), % at 7.58 µM; hit rate 0.36% among 350,000;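 active = mean added fluorescence quench of at least 8% versus neutral control, with both replicates also reaching 8%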;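 also: cells transiently co-express mutant CFTR-F508del with the halide-sensitive YFP; corrector assay measuring rescue of mutant channel to the surface after 24 h compound exposure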
esBAF inh: blocks esBAF chromatin remodeling in mouse ES cells | Bmi1-luciferase knock-in reporter, 24 h; 100% = twice the neutral-well signal | reporter increase, % at 12.5 µM | hit rate 2% among 350,000 | AID 602393; in the data active = activation above about 40%;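 also: 0% = median of the plate's neutral control wells and 100% = double that signal; a rise in the Bmi1 reporter signal indicates esBAF inhibition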
ERAP1 HTS inh: ERAP1 (human) enzyme inhibition; hit rate 0.15% among 340,000; inhibition, % at 10.7 µM; recombinant ERAP1, Leu-AMC fluorescence, 60 min; Q9NZ08;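 active = mean replicate inhibition of at least 30%, or all replicates individually reaching that 30% level; inactive = mean below 30% and not every replicate reaching it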;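 also: 0% = neutral control wells and 100% = L-leucinethiol positive control wells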
ARNT-TACC3 inh: disrupts binding between human ARNT and TACC3 | Q9Y6A5 | AlphaScreen His-ARNT PAS-B/GST-TACC3 binding, luminescence; TACC3 fragment carries E629A point mutation | inhibition, % at 9.99 µM | hit rate 0.66% among 390,000 | AID 623870;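 active = mean inhibition of replicates at least 50% and at least half of replicates each reaching 50%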;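 also: 0% = complete ARNT plus TACC3 wells and 100% = ARNT alone without TACC3; many hits fall short of the cut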
* = called active by the depositor; · = no result given.

compound	RAD52 anneal inh	RAD54 inh	Xi reactivation	INS-1E GSIS act	F508del corr	esBAF inh	ERAP1 HTS inh	ARNT-TACC3 inh
CCN(CC)c1ccc(C=Nc2ccccc2C)c(O)c1	-4	-2	0.0	·	·	·	-1	4
C[C@H](CO)N1C[C@H](C)[C@@H](CN(C)C(=O)Nc2ccc3c(c2)OCO3)Oc2ccc(NC(=O)Nc3ccc(F)cc3)cc2C1=O	-12	·	-1.1	-3	-1.3	22	0	·
Cc1cc(C(=O)CSc2nnc(Nc3ccccc3F)s2)c(C)n1CC1CCCO1 (configuration not stated)	·	6	·	-2	·	3	·	4
OC[C@H]1[C@@H](c2ccc(-c3ccccc3)cc2)[C@H]2CN(CCC(F)(F)F)CCCCN21	·	-3	0.0	-16	-1.1	·	·	9
CO[C@@H]1CN(C)C(=O)c2cc(NS(=O)(=O)c3ccccc3C)ccc2OC[C@@H](C)NC[C@H]1C	3	9	0.2	8	0.2	-2	2	-6
CCOC(=O)c1c(C)c(C(=O)NCCc2ccccc2)c(C)n1C	-12	·	0.3	-3	-0.9	38	1	-2
COc1ccc(-c2ccc(OC)c([C@H]3[C@H]4C=CC[C@@H](C)[C@@H]4C(=O)N3Cc3ccccc3)c2)cc1OC	-7	3	0.0	·	2.4	3	2	1
Cc1noc(C)c1S(=O)(=O)Nc1ccc2c(c1)CC(=O)N([C@H](C)CO)C[C@@H](C)[C@H](CN(C)S(=O)(=O)c1ccccc1)O2	-5	2	-0.6	10	0.2	5	0	-6
Cc1ccc(-c2ccc([C@H]3[C@H]4CN(S(=O)(=O)c5cccc(F)c5)CC(=O)N4[C@H]3CO)cc2)cc1	-14	·	0.3	-6	-0.3	·	·	·
Cc1ccc(C(=O)NCCNC(=O)COc2ccccc2Cl)cn1	17	9	0.0	-6	-0.8	-5	-3	4
COc1cccc(CC2(CO)CCCN(Cc3c(C)cc(C)cc3-n3cccn3)C2)c1 (configuration not stated)	-16	·	0.0	-6	-0.3	·	-1	0
COc1ccccc1N(C)S(=O)(=O)c1ccc(C(=O)OCC(=O)Nc2ccc(C(N)=O)cc2)cc1	-19	5	0.1	-6	0.9	0	1	1
C[C@@H]1CN([C@H](C)CO)C(=O)c2cc(N(C)C)ccc2O[C@@H](C)CCCCO[C@H]1CN(C)C(=O)CCC(F)(F)F	4	-7	-0.6	-3	-1.5	2	1	6
O=C(CCN1C(=O)c2cccc3cccc(c23)C1=O)N1CCN(Cc2ccc3c(c2)OCO3)CC1	·	8	·	0	·	-2	·	4
CC(C)c1ccc(S(=O)(=O)N2CCN(C(=O)c3ccncc3)CC2)cc1	-6	8	0.1	-7	1.2	3	0	0
Cc1ccc(NC(=O)Nc2ccc3c(c2)C(=O)OC3)cc1Cl	-9	-2	0.2	-33	-0.1	·	5	6
Nc1ccc(C(=O)OCC(=O)N2CCOCC2)cc1[N+](=O)[O-]	-4	·	-0.1	-8	1.2	-5	-2	-1
O=C(Cc1ccccn1)N1CC(=O)N2[C@H](C1)[C@@H](c1ccc(C#CC3CCCC3)cc1)[C@@H]2CO	-24	·	0.1	8	4.3	·	2	·
CCc1c(C2(O)CCCCC2)[nH]c2ccc(C(=O)OC)cc12	-11	-1	0.0	-4	1.4	11	10	·
C[C@H]1Cn2cnc(C(=O)N(C)Cc3ccccc3)c2C(=O)N1	-12	·	0.4	-8	0.0	·	0	·

Next part
compound	RAD52 anneal inh	RAD54 inh	Xi reactivation	INS-1E GSIS act	F508del corr	esBAF inh	ERAP1 HTS inh	ARNT-TACC3 inh
CC(C)Cn1c(N)c(C(=O)COC(=O)c2cccn2C)c(=O)n(C)c1=O	-10	4	0.1	7	2.3	-4	1	8
Nc1[nH]c(C(=O)c2ccc(Br)cc2)c(-c2ccccc2)c1C(=O)NCCc1c[nH]c2ccccc12	0	·	0.4	-5	-0.4	·	1	·
Cc1cc(/C=N/NC(=O)c2cccc(F)c2)c(C)n1-c1ccccc1	-22	·	0.0	-4	-1.7	·	-2	-2
C=CCNC(=S)N/N=C/c1cccc([N+](=O)[O-])c1	-12	-1	0.0	5	1.8	10	-3	-3
O=C(C[C@@H]1CC[C@@H]2[C@H](COC[C@H](O)CN2C(=O)Nc2cccc(F)c2)O1)NCCCN1CCOCC1	2	2	0.1	9	1.9	30	0	-4
O=C(NCc1n[nH]c(=S)n1-c1cccc(Cl)c1)c1cccs1	-8	4	0.0	3	-2.1	-5	5	-1
Cn1cnnc1Sc1nc2ccccc2nc1NS(=O)(=O)c1ccccc1	·	-1	·	7	·	-6	·	3
CCOc1ccc(NC(=O)CSc2nc3ccsc3c(=O)n2Cc2ccc(C(=O)O)cc2)cc1	-20	4	0.2	·	-0.1	6	-46	·
NC(=O)CSc1nc2c(sc(=S)n2-c2ccccc2)c(=O)[nH]1	-6	-1	0.0	9	-0.6	-5	1	-5
CC(C)Oc1cccc(C(=O)NC(=S)Nc2ccccc2N2CCOCC2)c1	-8	5	0.2	5	3.2	-1	-5	-4
O=[N+]([O-])c1cc([N+](=O)[O-])c(Oc2cccc(Cl)c2Cl)cc1NN1CCCCC1	-16	6	0.3	3	1.3	-4	1	-2
CC(C)NC(=O)N(C)C[C@@H]1Oc2ccc(NC(=O)Cn3cnnn3)cc2C(=O)N([C@@H](C)CO)C[C@@H]1C	·	·	0.0	-8	0.8	2	·	·
COCCCNC(=O)C[C@H]1C[C@@]2(C(=O)OC)C(=C[C@H](C(C)(C)C)O[C@@H]2C)N(CCC2=CCCCC2)C1=O	-4	·	0.3	·	-0.4	·	-1	·
CCCN1CCC(N2CCN(c3ccc([N+](=O)[O-])cc3)CC2)CC1	-15	12	5.8	-2	-2.3	-6	-2	8
O=S(=O)([O-])CCC[n+]1ccc(Oc2ccccc2)cc1	-10	-7	0.1	11	-1.6	-1	50*	8
Cc1ccc(-c2c(N)nc3ncccn23)cc1	-14	·	0.2	13	4.0	·	·	·
CC(C)c1ccc(S(=O)(=O)N2CCN(C(=O)c3cc(-c4ccccc4)n[nH]3)CC2)cc1	-7	10	0.3	-3	1.3	3	1	·
C[C@H]1CN([C@@H](C)CO)C(=O)c2cccc(NS(=O)(=O)c3ccc(Cl)cc3)c2O[C@@H]1CN(C)Cc1ccc(C(F)(F)F)cc1	5	-2	0.0	-25	-1.7	-7	0	5
Brc1ccccc1C1N=C(c2ccccc2)NO1 (configuration not stated)	-31	-3	0.0	7	-3.2	54*	1	-4
COc1ccc2c3c(n(C)c2c1)[C@H](CO)N(C(=O)c1cccnc1)CC31CCN(C)CC1	13	·	0.3	28	2.6	·	1	·

(list continues)
compound	RAD52 anneal inh	RAD54 inh	Xi reactivation	INS-1E GSIS act	F508del corr	esBAF inh	ERAP1 HTS inh	ARNT-TACC3 inh
Cc1cc(C)nc(SCC(=O)Nc2ccc3c(c2)OCO3)n1	-9	-18	0.0	-3	5.4	-3	2	-1
Cc1ccc(NC(=O)c2ccc(NS(=O)(=O)c3cccc4cccnc34)cc2)cc1	-8	-2	·	-5	·	3	-4	0
CCN(CC)CCNC(=O)c1cn(CCOC)c(=O)c2c1c1ccccc1n2C	6	3	0.0	-8	-0.6	-1	-7	-5
O=C(Nc1ccc2c(c1)[C@H]1C[C@H](CC(=O)N3CCc4ccccc4C3)O[C@H](CO)[C@H]1O2)c1ccc2c(c1)OCO2	-4	-6	0.1	-23	0.0	26	2	8
COc1ccccc1Nc1cc(C(=O)NCc2cccnc2)c2ccccc2n1	-10	·	1.6	0	0.6	23	-1	9
C[C@@H]1CN([C@H](C)CO)C(=O)c2cc(Br)cnc2O[C@H]1CN(C)C(=O)Nc1ccccc1	1	10	-0.6	11	-2.1	-10	1	31
CC(C)Cc1nnc(NC(=O)CSc2nc(-c3ccccc3)cc(=O)[nH]2)s1	-15	·	0.6	-9	0.6	·	0	-7
Fc1ccc(F)c(CNc2ncnc3cc(Cl)ccc23)c1	-9	0	0.4	-29	-0.3	-3	-3	-4
COc1ccc(/C=C2\CCCC3C2=NN(C(=O)c2scnc2C)C3c2ccc(OC)cc2)cc1 (configuration not stated)	-10	·	·	7	1.4	·	4	2
Cc1cccc2c1cnn2C(=O)Nc1ccc(Br)cc1F	-3	-5	0.0	-17	3.4	3	7	0
COc1ccc(C(=O)NC2CCN(C(=S)Nc3cccc(C)c3)CC2)cc1	-6	-3	·	-4	-0.2	2	8	-5
CCCCCCCc1ccc(-c2ccc(O)cc2)nc1	-16	·	0.1	-8	-2.9	16	5	9
O=C(NC1CCCc2ccccc21)C1CCC(CNS(=O)(=O)c2cccc3nsnc23)CC1 (configuration not stated)	-12	-1	-0.1	11	2.9	0	-9	-14
COc1ccccc1CNC(=O)C(C)Oc1ccccc1 (configuration not stated)	-3	4	0.3	0	-1.5	-2	·	3
O=C(Nc1ccc(F)cc1)c1ccc2c(c1)S(=O)(=O)N=C1CCCCCN12	-17	9	-0.3	-13	-4.8	13	1	-2
O=C(Nc1ccc(Cl)cc1)c1cccc(OC(=S)N2CCOCC2)c1	8	8	-0.1	-44	0.4	14	-1	-5
COC(=O)N/N=C/c1ccc(OC(=O)c2ccco2)c(OC)c1	4	-6	0.0	1	-33	·	-2	0
CCCCOc1cccc(C(=O)N(Cc2ccccc2)C2CCS(=O)(=O)C2)c1 (configuration not stated)	2	-9	0.0	-26	0.6	·	-8	2
COC(=O)[C@@]1(Cc2ccc(F)cc2)[C@H]2c3cc(C(=O)N(C)C)n(C)c3C[C@H]2CN1C(=O)c1ccccc1	-15	·	0.2	-13	0.4	·	·	·
CCCn1nnnc1COc1ccc(C(N)=O)cc1	-14	0	0.1	-6	0.8	-7	-4	-4

Continued.
compound	RAD52 anneal inh	RAD54 inh	Xi reactivation	INS-1E GSIS act	F508del corr	esBAF inh	ERAP1 HTS inh	ARNT-TACC3 inh
CCOc1ccc(NS(=O)(=O)c2ccc(C(=O)NCC(c3ccco3)N3CCCCC3)cc2)cc1 (configuration not stated)	-33	·	-0.1	-28	-0.2	·	1	·
O=C(Nc1cc(C(F)(F)F)ccc1F)C1CCCC1	-8	-1	·	11	·	-6	-4	6
Cc1ccccc1C(=O)NC1CCCCN(C)C1=O (configuration not stated)	8	·	0.5	-28	0.1	·	-3	·
COc1cc(C(=O)Nc2ccccc2N2CCCCC2)cc(OC)c1OC	-8	19	0.0	-36	-0.4	-2	-2	-16
COC(=O)[C@]1(Cc2ccccc2)N[C@H](CN(C)C(=O)c2ccc(F)cc2)[C@@H]2C(=O)N(C)C(=O)[C@@H]21	-3	3	-0.1	-5	0.5	-2	-2	3
CCc1cccc(CC)c1NC(=S)NCCc1c(C)[nH]c2ccccc12	-102	-9	0.0	-4	2.3	9	·	4
CCNC(=O)Nc1ccc2c(c1)C(=O)N(C)[C@H]1CC[C@@H](CC(=O)NCc3ccccc3F)O[C@H]1CO2	0	4	0.0	1	-1.4	-1	-4	-4
C#CCOCCOCCOCCNc1nc(N2CCN(C(=O)[C@H](CC(N)=O)n3cc([C@@H](N)C(C)C)nn3)CC2)nc(N2CCN(C(=O)[C@H](CC(N)=O)n3cc([C@@H](N)C(C)C)nn3)CC2)n1	-13	-3	-0.1	12	0.8	-4	-9	12

Single records, from the list above.
CCc1cccc(CC)c1NC(=S)NCCc1c(C)[nH]c2ccccc12 reads RAD52 anneal inh: -102; RAD54 inh: -9; Xi reactivation: 0.0; INS-1E GSIS act: -4; F508del corr: 2.3; esBAF inh: 9; ERAP1 HTS inh: ·; ARNT-TACC3 inh: 4
CCNC(=O)Nc1ccc2c(c1)C(=O)N(C)[C@H]1CC[C@@H](CC(=O)NCc3ccccc3F)O[C@H]1CO2 reads RAD52 anneal inh: 0; RAD54 inh: 4; Xi reactivation: 0.0; INS-1E GSIS act: 1; F508del corr: -1.4; esBAF inh: -1; ERAP1 HTS inh: -4; ARNT-TACC3 inh: -4
